JMJD2A Tudor inh: inhibitors of human JMJD2A Tudor domain. O75164. AlphaScreen JMJD2A-Tudor / H3K4me3 peptide binding. Potency, µM (doses to about 114 µM), for inactives: top-dose activity change, negative = inhibition, usual class: inhibitors. 390,000 tested, 4.4% active; note: potency is the fitted concentration of half-maximal effect; % is set by controls: 0 for no effect and ±100 for the full control effect; nearly all actives have a fitted effect of over 50% in size
G9a block: inhibitors of human histone lysine methyltransferase G9a; G9a H3K9 monomethylation, AlphaScreen, 2 h; Potency, µM (series often up to 102 µM), without a hit: top-dose activity, negative = inhibition, usual class: inhibitors; 350,000 tested, 8.8% active; AID 504332; note: potency is the fitted concentration of half-maximal effect; % is set by controls: 0 for no effect and ±100 for the full control effect; nearly all actives have a fitted effect of over 75% in size
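G9a (20 nM) preincubated 15 min RT with compounds, then 500 nM biotinylated H3K9 peptide and 20 uM SAM added; 2 h RT reaction. Monomethyl-H3K9 product detected by AlphaScreen with anti-H3K9me1 antibody, streptavidin donor and anti-rabbit IgG acceptor beads.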
POLH inh: blocks human DNA polymerase eta activity. Q9Y253. recombinant Pol eta, fluorescent DNA replication assay. Potency, µM (highest dose often 114 µM), for inactives: top-dose activity change, negative = inhibition, most hits filed as inhibitors. 390,000 tested, 1.2% active; note: potency is the fitted concentration of half-maximal effect; % is set by controls: 0 for no effect and ±100 for the full control effect
Target sequence (Q9Y253 whole entry, looked up): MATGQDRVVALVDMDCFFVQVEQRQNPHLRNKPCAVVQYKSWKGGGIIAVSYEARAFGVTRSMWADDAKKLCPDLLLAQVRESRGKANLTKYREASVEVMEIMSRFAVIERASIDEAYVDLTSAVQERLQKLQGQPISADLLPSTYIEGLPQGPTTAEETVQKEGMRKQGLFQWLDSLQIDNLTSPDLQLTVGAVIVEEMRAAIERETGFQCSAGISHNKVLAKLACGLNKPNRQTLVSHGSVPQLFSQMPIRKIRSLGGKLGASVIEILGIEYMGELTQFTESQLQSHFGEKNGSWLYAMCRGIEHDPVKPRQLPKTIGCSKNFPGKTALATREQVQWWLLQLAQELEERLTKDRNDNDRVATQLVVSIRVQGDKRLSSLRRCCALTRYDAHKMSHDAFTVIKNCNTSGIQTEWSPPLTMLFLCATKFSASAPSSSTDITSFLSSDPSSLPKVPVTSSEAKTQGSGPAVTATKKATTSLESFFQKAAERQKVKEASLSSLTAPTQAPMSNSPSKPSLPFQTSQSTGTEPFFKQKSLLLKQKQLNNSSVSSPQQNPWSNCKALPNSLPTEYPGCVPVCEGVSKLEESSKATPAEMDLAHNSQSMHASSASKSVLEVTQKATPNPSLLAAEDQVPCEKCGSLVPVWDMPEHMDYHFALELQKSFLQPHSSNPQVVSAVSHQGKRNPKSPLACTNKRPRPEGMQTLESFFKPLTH
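Pol eta (10 nM) was preincubated with compounds for 15 min at room temperature, after which fluorescent replication substrate (50 nM final) was added to start the reaction. Fluorescence was read kinetically at 0 and 10 min.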
GLS inhibitor: inhibitors of human glutaminase (GLS); O94925; GLS enzymatic activity, qHTS titration; Potency, µM (series often up to 45.5 µM), without a hit: at the top dose activity change, negative = inhibition, hits mostly inhibitors; 410,000 tested, 0.21% active; AID 624170; note: potency is the fitted concentration of half-maximal effect; % is set by controls: 0 for no effect and ±100 for the full control effect
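hKGA in 45 mM KH2PO4 pH 8.2, 0.02% Tween-20 with pin-transferred compounds; 1 mM L-glutamine (stock) plus glutamate oxidase/HRP/Amplex Red coupling added. Fluorescence read initially and after 30 min at RT.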
HP1b binding inh: HP1-beta chromodomain-methylated histone interaction inhibition | 390,000 tested, 0.56% active | Potency, µM (doses to about 114 µM), for inactives: top-dose activity change, negative = inhibition, usual class: inhibitors | AlphaScreen HP1-beta / biotin-H3K9me3 peptide binding | AID 540317 | P83916; note: potency is the fitted concentration of half-maximal effect; nearly all actives have a fitted effect of over 70% in size; inactives centre near 23
Target sequence (P83916 whole entry, looked up): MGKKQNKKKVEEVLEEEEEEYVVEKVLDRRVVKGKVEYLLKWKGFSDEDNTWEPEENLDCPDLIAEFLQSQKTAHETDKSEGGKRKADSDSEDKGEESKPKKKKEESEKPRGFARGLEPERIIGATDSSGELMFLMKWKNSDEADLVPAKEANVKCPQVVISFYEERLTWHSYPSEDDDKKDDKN
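AlphaScreen: HP1-beta (50 nM) preformed 30 min with biotin-H3(1-18)K9me3 peptide (50 nM) in PBS pH 7.4, 0.01% Tween-20. Compound added for 30 min at RT, then streptavidin donor/nickel chelate acceptor beads (10 ug/mL) for 30 min.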
Pin1 inhibitor: blocks the human prolyl isomerase Pin1 | Q13526 | Potency, µM (titrated, usually from 115 µM), inactives show at the top dose activity, negative = inhibition, actives largely listed as inhibitors | 390,000 tested, 0.009% active | Pin1 FP peptide displacement, HiFluor488, 10 min; active = well fitted inhibition curve with a large enough effect in the polarisation, with a control signal flat, not every such curve was filed as active; inconclusive = small, poorly fitted or top-dose-only effect, or effect the other way, or a change in a side signal; inactive = no such curve, though single readings can be large or run the other way; the % refers to the polarisation; note: potency is the fitted concentration of half-maximal effect; % is set by controls: 0 for no effect and ±100 for the full control effect
Target sequence (Q13526 whole entry, looked up): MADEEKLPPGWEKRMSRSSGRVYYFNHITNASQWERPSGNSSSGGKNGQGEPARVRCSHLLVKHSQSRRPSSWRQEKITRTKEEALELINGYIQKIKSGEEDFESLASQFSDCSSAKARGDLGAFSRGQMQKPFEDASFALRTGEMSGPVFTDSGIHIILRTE
BAZ2B inh: inhibitors of human BAZ2B bromodomain. Q9UIF8. AlphaScreen BAZ2B-H3K14Ac peptide displacement. Potency, µM (highest dose often 114 µM), for inactives: at the highest dose activity change, negative = inhibition, usual class: inhibitors. 360,000 tested, 4.4% active. AID 504333; note: potency is the fitted concentration of half-maximal effect; % is set by controls: 0 for no effect and ±100 for the full control effect; nearly all actives have a fitted effect of over 60% in size
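Inhibition is scored as reduced AlphaScreen emission. The BAZ2B/b-H3(5-23)K14Ac complex (50 nM each) in PBS pH 7.4, 0.01% Tween-20 meets compound (up to 110 uM) for 30 min at RT before bead addition.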
PI4K2A block: blocks human PI4K2A kinase activity; purified PI4K2A, ADP-Glo luminescence, 1 h; stronger effect = lower value; activity change, negative = inhibition, % at 76.9 µM; 420,000 tested, 0.13% active; AID 1346378; in the data active = activity change below about -50%; inconclusive = mostly about -30% to -49%;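 note: -100% = wells without enzyme as full effect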
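PI4K2A activity was measured by ADP-Glo luminescence: enzyme (4 ug/mL stock) and phosphatidylinositol (1.2 mM stock) in Tris pH 7.5/MgCl2/EGTA/Triton X-100 buffer were reacted with ATP (300 microM stock) for one hour at ambient temperature.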
Tb PGK inh: blocks T. brucei phosphoglycerate kinase; Potency, µM (highest dose often 57.5 µM), inactives show top-dose activity change, negative = inhibition, hits mostly inhibitors; 380,000 tested, 0.043% active; P07378; AID 602233; PGK/GAPDH coupled, Kinase-Glo luminescence, 60 min; note: potency is the fitted concentration of half-maximal effect; % is set by controls: 0 for no effect and ±100 for the full control effect; nearly all actives have a fitted effect of over 60% in size
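Luminescent ATP detection (Kinase-Glo Plus) follows a 60-minute room-temperature incubation, with wells lacking PGK as controls. Buffer: 100 mM TEA (pH 7.6), 5 mM MgCl2, 0.01% Tween-20. Coupling enzyme GAPDH (100 nM final) supplies unstable 1,3-BPG in-well.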
* = called active by the depositor; i = inactive; ? = inconclusive; · = not tested or not shown; [ ] = dose if it differs, or a comment. Unless noted, calls come from the whole dose curve; as a rule, active = well fitted curve in the direction sought with a large enough effect; inconclusive = small, poorly fitted or top-dose-only effect, or another doubt; inactive = no such curve, though single readings can be large; an effect the other way counts as inactive or inconclusive.

Molecule,JMJD2A Tudor inh,G9a block,POLH inh,GLS inhibitor,HP1b binding inh,Pin1 inhibitor,BAZ2B inh,PI4K2A block,Tb PGK inh
CCN(C(=O)c1cc2c(=O)oc3ccc(C)cc3c2s1)c1ccccc1C,8%,8%[59 µM],-12%,6%,49%[activator],-1%,-18%,-2,-10%
CCOC(=O)c1ccc(NC(=O)CSc2nc3ccccc3c(=O)n2CCNC(C)=O)cc1,-19%,0%[59 µM],2%,4%,29%,-1%,0%,-2,0%
O=C(Cn1c(=O)oc2ccccc21)Nc1ccc(F)cc1,-2%,8%[0.501 µM],-3%,-4%,47%[activator],0%,13%,5,-7%
Cc1c(NC(=O)C(C)OC(=O)COc2ccc(C#N)cc2)c(=O)n(-c2ccccc2)n1C (stereo not given),1%,-21%[0.501 µM],-17%,-3%,19%,-5%,-3%,2,-2%
COc1cc(OC)nc(NC(=O)CS(=O)(=O)c2ccccc2)n1,-14%,0%[59 µM],3%,5%,11%,3%,0%,-6,-5%
CCCCn1c(N)c(N(CCOC)C(=O)COC(=O)c2cc(CCC)c(C)s2)c(=O)[nH]c1=O,-3%,14%[0.501 µM],-4%,1%,14%,6%,12%,-6,11%
CC(=O)Nc1ccc(C(=O)N2CC(=O)NC(=O)C2)cc1,-11%,8%,0%,5%,-3%,4%,-12%,-5,-3%
CCCCn1c(=O)c2oc3ccccc3c2n(Cc2cccc(C)c2)c1=O,10%,-4%[59 µM],-26%,-4%,38%,1%,3%,-4,-6%
Cc1ccc(S(=O)(=O)N2CCN(c3cc4c(cc3[N+](=O)[O-])n(C)c(=O)n4C)CC2)cc1,-34%,?,-8%,15%,-11%,2%,?,-4,i
CCOc1ccc(-c2cc(NC(=O)c3c(F)cccc3F)c(C(=O)OC)s2)cc1,-5%,11%[59 µM],-8%,-1%,54%[activator],10%,1%,-1,i
Cc1ccc(S(=O)c2ccc(NC(=O)C3CC3)cc2C#N)cc1 (stereo not given),14µM*,2%,-5%,?,-18%,-10%,-1%,-4,-7%
Cc1ccc(NC(=O)c2ccccc2Br)c(C(=O)c2ccccc2)c1,-11%,12%[59 µM],-19%,1%,34%,-2%,5%,-3,-5%
CC1(C)NC(=O)N(CC(=O)OCC(=O)Nc2sccc2C#N)C1=O,-21%,?,-18%,5%,22%,?,?,-3,-9%
CC(=O)Nc1ccc(S(=O)(=O)NCCCN2CCOCC2)cc1,-12%,-8%,-11%,-4%,-4%,-11%,1%,-5,-1%
Cc1ccc(C(=O)NNC(=O)/C=C\C(=O)O)cc1,-12%,50µM*,-1%,5%,40%[activator],-5%,?,0,-4%
Cc1[nH]c(=O)[nH]c(=O)c1S(=O)(=O)Nc1cccc([N+](=O)[O-])c1C,8%,-10%,-11%,-7%,16%,0%,2%,0,0%
O=C1CN(C(=O)c2ccccc2C(F)(F)F)C(c2ccccc2)c2cc(F)ccc2N1 (stereo not given),-15%,9%[59 µM],-18%,-3%,7%,-3%,-1%,-4,i
CC1CC(CCC(=O)NC(=S)Nc2ccc(Cl)cn2)C(=O)O1 (stereo not given),0%,7%,-12%,7%,19%[57 µM],2%,-18%,0,-7%
O=C(CCC1CCCN(C(=O)C2=CCCC2)C1)N1CCN(c2ccccn2)CC1 (stereo not given),-6%,-63%,-11%,8%,18%[57 µM],-1%,-11%,-3,-5%
CN(C)S(=O)(=O)c1cccc(NC(=O)c2cc3ccccc3o2)c1,-20%,-33%[59 µM],-9%,·,19%,3%,-4%,0,-2%
COc1ccc(C)cc1NC(=O)c1cc(S(=O)(=O)N2CCc3ccccc3C2)ccc1F,-19%,-3%[59 µM],0%,-10%,-2%,33%[activator],0%,-2,i
COc1cc2[nH]c(=S)n(NC(=O)CC(C)C)c(=O)c2cc1OC,3.5µM*,4µM*,-2%,-16%,-2%,-3%,?,-4,1%
O=S(=O)(NC1=NCCCCC1)c1ccc2sc(NS(=O)(=O)c3ccc4ccccc4c3)nc2c1,-24%,·,?,12%,15%,5%,-28%,?,1%
COc1ccc(NCc2nnc(SCC(=O)Nc3ccc(OC)cc3OC)o2)cc1,-31%,·,-6%,-53%,0%,2%,-25%,-5,8%
CN(CC(=O)Nc1ccc(Cl)c(Cl)c1)C(=O)CNC(=O)C1CCCCC1,-3%,2%[59 µM],-15%,-7%,57%[activator],1%,10%,-5,i
CCC(Cc1ccccc1)NC(=O)Cn1cccc1C(=O)c1ccccc1 (stereo not given),6%,19%,-10%,-6%,16%,7%,-2%,-6,-2%
COc1ccc(CN2CC(C(=O)NCCCN3CCCCCC3)CC2=O)cc1 (stereo not given),-3%,?,5%,1%,22%,-4%,?,-11,0%
CC(=O)Nc1ccc(NC(=O)CN2C(=O)NC3(CCCCCCC3)C2=O)cc1,-1%,·,?,-5%,24%,1%,·,-4,6%
CCCc1cc(=O)oc2cc(C)cc(OCC(=O)NCCCN3CCCC3=O)c12,-12%,7%,-12%,-3%,38%[activator],-4%,-18%,-3,5%
CCc1ccccc1NC(=O)[C@@H](c1ccccc1)N1Cc2ccccc2C1=O,-11%,8%[59 µM],-14%,0%,23%,1%,-13%,-1,5%
COc1ccc(CCNC(=O)c2c(O)c3cccc4c3n(c2=O)CC4)cc1OC,-9%,-15%,-4%,1%,10%,0%,9%,11,-1%
CC(C)c1ccc(OCC(=O)Nc2ccc(S(=O)(=O)Nc3ccccn3)cc2)cc1,11%,21%,-13%,-5%,23%,7%,-3%,12,6%
O=C(Cc1ccc(Cl)cc1)NCC(=O)N1CCN(c2ccccc2)CC1,-3%,24%,-12%,6%,24%[57 µM],8%,-22%,3,-4%
CC1CCN(C(=O)CSc2nc3ccccc3c(=O)n2Cc2ccc3c(c2)OCO3)CC1,-19%,10%[0.0925 µM],-15%,-4%,12%,1%,?,6,16%
CCOc1ccc(CN=C(N)N=C(N)N)cc1Cl,-11%,-13%[59 µM],-1%,5%,25%,7%,-5%,0,-1%
COc1cc(OC)cc(C(=O)N[C@H](C(=O)OCC(=O)Nc2cccc(F)c2)C(C)C)c1,-14%,18%,-16%,5%,27%,-5%,-7%,6,9%
COc1cc(/C=C/C(=O)OCC(=O)NC(=O)NC(C)(C)C)ccc1O,-12%,-28%,-7%,-1%,43%[activator],6%,?,-2,-10%
Cc1cc(NC(=O)COC(=O)c2ccc(F)c(S(=O)(=O)N3CCOCC3)c2)no1,-5%,-37%,-12%,5%,18%,-6%,8%,-6,2%
NC(=O)C1CCN(C(=O)CCC(=O)c2ccc(F)cc2)CC1,4%,25%,-13%,-13%,51%[activator],0%,0%,0,·
c1ccc2c(C3=NNC(=NC4CC4)SC3)c[nH]c2c1,-34%,13µM*,-17%,14%,-7%,5%,-32%,-7,-3%
CCCCCCCCOC(=O)c1nc(Cl)c(Cl)c(N)c1Cl,74%[activator],48%[59 µM],-25%,-8%,171%[activator],0%,83%[activator],4,-5%
Cc1nonc1C(=O)N1CCCC(Nc2ccc(C(C)C)cc2)C1 (stereo not given),-17%,35µM*,2%,-6%,29%,1%,?,3,i
CC1Cc2ccccc2N1C1=CC(=O)CCC1 (stereo not given),-14%,-33%,-5%,76%[activator],30%,-2%,-37%,0,i
Cc1nc(N2CCOCC2)nc(OCCN2CCOCC2)c1[N+](=O)[O-],-16%,6%[59 µM],-6%,0%,23%,1%,-1%,2,i
COC(=O)[C@H](C)NC(=O)Nc1cccc(Br)c1,4%,-32%,8%,8%,31%,0%,-1%,1,1%
COc1ccc(-n2nc(C(=O)N3CCN(Cc4ccc5c(c4)OCO5)CC3)c3ccccc3c2=O)cc1,-30%,-2%[12.7 µM],-14%,-2%,-4%,-5%,-33%,4,-13%
CC(=O)Nc1ccc(NC(=S)NC(=O)C2CCCC2)cc1,-18%,35%,-4%,12%,34%,1%,-21%,2,-8%
CCOc1cccc(/C(O)=C2/C(=O)C(=O)N(Cc3cccnc3)C2c2ccco2)c1 (stereo not given),?,?,0%,23%,15%,3%,-23%,-1,-3%
COc1ccc(/C=N/Nc2cc(C)nc(NS(=O)(=O)c3ccc(C)cc3)n2)cc1,-24%,0%[59 µM],-27%,0%,25%,4%,-33%,-4,-12%
O=C(Nc1cccnc1)OCc1ccccc1,-5%,20%,-16%,-4%,56%[activator],-14%,?,-8,i
COc1cccc(-n2nnnc2S(C)(=O)=O)c1,-10%,?,-4%,11%,37%,-2%,-1%,51,9%
O=C(c1ccccc1)c1cnc(Nc2ccc(Cl)c(Cl)c2)s1,-15%,22%,6%,6%,20%,-5%,1%,-4,-2%

Record cards, from the list above.
Shown for Cc1cc(NC(=O)COC(=O)c2ccc(F)c(S(=O)(=O)N3CCOCC3)c2)no1 = JMJD2A Tudor inh = -5%; G9a block = -37%; POLH inh = -12%; GLS inhibitor = 5%; HP1b binding inh = 18%; Pin1 inhibitor = -6%; BAZ2B inh = 8%; PI4K2A block = -6; Tb PGK inh = 2%
Shown for COc1ccc(CCNC(=O)c2c(O)c3cccc4c3n(c2=O)CC4)cc1OC = JMJD2A Tudor inh = -9%; G9a block = -15%; POLH inh = -4%; GLS inhibitor = 1%; HP1b binding inh = 10%; Pin1 inhibitor = 0%; BAZ2B inh = 9%; PI4K2A block = 11; Tb PGK inh = -1%

Not all compounds are listed (hit frequency here may not be typical).
